HCV inhibitor: HCV inhibition; Huh7.5.1 HCVcc-Cre infection, luciferase reporter, 44 h; Potency, µM (titrated, usually from 41.8 µM), inactives show top-dose activity change, negative = inhibition, hits mostly inhibitors; 340,000 tested, 3.4% active; further: potency means the concentration at half of the fitted maximal effect; on the % scale 0 is the no-effect control and ±100 the full control effect
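Reporter virus HCVcc-Cre (~0.5 moi) infects cells exposed to compound; seeding density 1,000 cells/well with 4 h settling beforehand. Luminescence, 15 sec read, taken 44 h post-infection following a 15 min RT substrate incubation.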
Pf growth 96h: inhibits malaria parasite growth, 96 h | Potency, µM (doses to about 28.7 µM), for inactives: at the highest dose activity change, negative = inhibition, most hits filed as inhibitors | AID 504834 | 320,000 tested, 6.9% active | P. falciparum luciferase reporter growth, 96 h; further: potency means the concentration at half of the fitted maximal effect; on the % scale 0 is the no-effect control and ±100 the full control effect
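Readout is luminescence from an integrated firefly luciferase in P. falciparum. Red cells, 2% hematocrit and 0.05% parasitemia final, were cultured with compound through two parasite generations (96 hours) at 37 C, 5% CO2.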
Shiga toxin inh: Shiga toxin inhibition. Vero cells, Shiga toxin protein synthesis inhibition reporter. inhibition, % at 38.7 µM. 290,000 tested, 9.2% active; in the data active means inhibition mostly above about 28%, no sharp cut-off; inactive means mostly below about 43%; further: 0% is about no effect
Giardia FBPA inh: inhibitors of Giardia lamblia fructose-1,6-bisphosphate aldolase; purified Giardia FBPA; Potency, µM (series often up to 59.6 µM), without a hit: top-dose activity, negative = inhibition, most hits filed as inhibitors; 290,000 tested, 0.71% active; AID 2451; further: potency means the concentration at half of the fitted maximal effect; on the % scale 0 is the no-effect control and ±100 the full control effect; nearly all actives have a fitted effect of over 55% in size
Target sequence (A8B2U2 whole entry, looked up): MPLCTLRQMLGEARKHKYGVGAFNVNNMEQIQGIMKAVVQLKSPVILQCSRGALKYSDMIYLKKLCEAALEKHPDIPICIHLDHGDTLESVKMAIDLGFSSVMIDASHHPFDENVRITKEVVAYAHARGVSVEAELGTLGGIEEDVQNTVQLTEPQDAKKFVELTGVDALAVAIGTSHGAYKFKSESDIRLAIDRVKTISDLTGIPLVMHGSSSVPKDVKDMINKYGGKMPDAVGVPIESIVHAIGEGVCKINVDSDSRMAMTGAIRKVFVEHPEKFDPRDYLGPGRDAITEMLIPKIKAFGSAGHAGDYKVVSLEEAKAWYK
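40 nM FBPA preincubated 10 min at RT with compound (up to 57.5 uM final), then substrate plus GAPDH/TPI/NAD/arsenate coupling and diaphorase/resazurin added. Fluorescence read after 20 min at RT, 525/598 nm.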
CHX counter: counter-screen for Shiga toxin inhibitors: cycloheximide protein synthesis inhibition | AID 2314 | max response, % | cell reporter, cycloheximide protein synthesis inhibition counterscreen | 300,000 tested, 12% active; in the data active means max response mostly above about 13%, no sharp cut-off; inactive means mostly below about 14%; further: read at 38.3 µM for the half of the compounds with a filed dose; 0% is about no effect
Pf growth 48h: inhibits P. falciparum growth in the first generation, 48 h; P. falciparum luciferase growth in erythrocytes, 48 h; Potency, µM (series often up to 28.7 µM), inactives show at the top dose activity change, negative = inhibition, most hits filed as inhibitors; 310,000 tested, 5.9% active; further: potency means the concentration at half of the fitted maximal effect; on the % scale 0 is the no-effect control and ±100 the full control effect
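Compounds are pin-transferred into medium, infected erythrocytes (2% hematocrit, 0.1% parasitemia final) are added, and plates sit one parasite generation at 37 C in 5% CO2. Detection reagent is then added and luminescence measured.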
Active calls of the source: *; ? = inconclusive; · = no result given; & = joins results of further samples; [ ] = dose if it differs, or a comment. Unless noted, the call rests on the fitted dose curve; in most records, active means well fitted curve in the direction sought with a large enough effect; inconclusive means small, poorly fitted or top-dose-only effect, or another doubt; inactive means no such curve, though single readings can be large; an effect the other way counts as inactive or inconclusive.

SMILES | HCV inhibitor | Pf growth 96h | Shiga toxin inh | Giardia FBPA inh | CHX counter | Pf growth 48h
Cc1ccc(S(=O)(=O)c2cccc(S(=O)(=O)N3CCCC3)c2)cc1S(=O)(=O)N1CCCC1 | 16µM* | 87%[activator] | -8 | 8% | 7 | -34%
COc1ccc(C(=O)NCC(=O)OCC(=O)N2CCCc3ccccc32)cc1 | -15% | 0% | -2 | 6% | -1 | 16%
O=C(NCC1CCCCC1)c1cccc([N+](=O)[O-])c1 | 3% | ? | 11 | 15% | -2 | 5.2µM*
COc1ccc(-c2csc(-n3ncc(-c4ccccn4)c3N)n2)cc1 | 14% | ? | 14 | 0% | 12 | ?
CC1(C)CC(=O)C2=C(C1)NC1=C(C(=O)c3ccccc31)C2c1ccccc1 (stereo not drawn) | ? | ? | -7 | -11% | -2 | 13µM*
CC(=O)c1ccc(N2CCN(C(=O)C3CCN(S(=O)(=O)c4cccs4)CC3)CC2)cc1 | -20% | 55%[activator] | 42 | 9% | 4 | ?
CCOc1ccc(NC(=O)NCCN2CCN(c3cccc(C)c3C)CC2)cc1 | ? | 10% | -6 | 13% | -2 | 0%
CCNS(=O)(=O)c1ccc(NS(C)(=O)=O)cc1 | 22% | 0% | -13 | 3% | -1 | 14%
Cc1ccc(NC(=O)CCOc2ccccc2)c(C)c1 | -2% | 78%[activator] | 39 | 14% | 13* | -2%[0.00184 µM]
c1ccc(CCNc2ncnc3c2cnn3-c2ccccc2)cc1 | ? | 36%[activator] | 66* | 2% | 44* | 169%[activator]
CCCc1cc(=O)[nH]c(SCC(=O)NC2(C#N)CCCCC2)n1 | 4% | -20% | · | · | · | -23%
C/C(=N/NC(=O)c1sc(=S)n(C)c1C)c1ccccc1 | 8% | -21% | -7 | 0% | 1 | 23%
CCOC(=O)c1c(C)n(CCOc2ccccc2)c2ccc(O)cc12 | 11% | ? | 13 | -9% | 7 | -12%
CC1=C(C(=O)OC(C)C)C(c2ccc(N(C)C)cc2)C2=C(CC(C)(C)CC2=O)N1 (stereo not drawn) | ? | -1% | 21 | -7% | -1 | ?
Cc1ccccc1N1C(=O)C(Oc2ccc(Cl)cc2)C1CNCC1CCCO1 (stereo not drawn) | -12% | ? | -22 | -7% | 0 | ?
O=C(CNS(=O)(=O)c1c(Cl)cccc1Cl)N1CCCCCC1 | 20% | ? | · | -4% | 1 | -18%
COc1ccc(NC(=O)CN(C)C(=O)c2ccc(S(=O)(=O)Nc3ccccc3C)cc2)cc1 | 11% | ? | · | · | · | ?
O=C(CSc1ncccn1)NC(=O)Cc1ccccc1 | 25% | 37%[activator] | · | · | · | 21%
Cc1ccc(NC2=NCC(=O)N2C2CCCC2)cc1C | -6% | ? | 11 | -4% | 1 | 13%
NC(=S)N/N=C1\CC(n2nnnc2-c2ccccc2Cl)C2COC1O2 (stereo not drawn) | 0% | 109%[activator] | 20 | -26% | 27 | 10%
COP(=O)(OC)c1nc(-c2cccc3ccccc23)oc1N1CCCCC1 | ? | -25% | -28 | -2% | -2 | ?
NS(=O)(=O)c1ccc(CNC(=O)c2ccc(S(=O)(=O)NCc3ccco3)cc2)cc1 | 7% | 3% | · | · | · | 9%
CS(=O)(=O)NCc1ccc(C(=O)NC2CCCCC2)cc1 | 11% | 36%[activator] | 26 | 2% | -1 | 14%
Cn1c2c(c(=O)n(C)c1=O)C(c1cccc([N+](=O)[O-])c1)Nc1ccccc1O2 (stereo not drawn) | 2% | 48%[activator] | 12 | 6% | -1 | 16%
O=C(Cc1ccc(Cl)cc1)Nc1ccc(Cl)cn1 | -9% | -1% | 67* | 3% | 44* | 147%[activator]
SMILES | HCV inhibitor | Pf growth 96h | Shiga toxin inh | Giardia FBPA inh | CHX counter | Pf growth 48h
O=C(CSCc1ccccc1)Nc1ccc2c(c1)C(=O)NC2=O | -15% | -24% | 19 | -5% | 16 | 11%[5.75 µM]
CS(=O)(=O)N(Cc1ccc(C(=O)NCCSc2ccccn2)cc1)c1ccccc1 | ? | ? | 16 | 2% | 8 | -21%
Cc1ccc(NC(=O)CN2C(=O)N/C(=C/c3ccccc3OCc3cccc(C(=O)O)c3)C2=O)cc1 | 11% | -1% | 48* | 15% | 43* | 65%[activator]
Cc1ccc2c(CC(=O)OCn3nnc4ccccc4c3=O)coc2c1 | 14% | 34%[activator] | 22 | -6% | -2 | 9%
Cc1ccc(CCNC(=O)C2CCN(S(=O)(=O)c3cccc4nsnc34)CC2)cc1 | -18% | 0% | -3 | 5% | -3 | ?
CS(=O)(=O)Oc1ccc(Br)c2cccnc12 | 16% | 0% | -2 | -9% | -3 | -2%
CCOC(=O)/C=c1\s/c(=C\c2ccc(-c3ccccc3)cc2)c(=O)n1CC(=O)NCc1ccc2c(c1)OCO2 | 4% | ? | 10 | -5% | -1 | -16%
O=C(O)c1ccccc1Sc1ccccc1S(=O)(=O)NC1CCCCC1 | 13% | ? | 8 | 27% | -2 | 0%
COc1ccc(CNC(=O)c2cc(S(=O)(=O)N3CCOCC3)cn2C)cc1 | 8% | 7% | 1 | 8% | -4 | 1%
CC(=O)Nc1ccccc1C(=O)N1CCN(Cc2ccccc2)CC1 | -4% | 18% | 11 | -3% | -4 | 1%
CCOc1ccccc1NC(=O)NS(=O)(=O)c1ccc(C)cc1 | 7% | 21% | -17 | 1% | -2 | ·
Cc1cc(NC(=O)c2cnn3cccnc23)nn1CC(=O)Nc1cccnc1 | 8% | 21% | 13 | -6% | -1 | 15%
COc1ccc2cc(CN(Cc3ccco3)Cc3nnnn3C3CCCCC3)c(=O)[nH]c2c1 | ? | 8% | -9 | -8% | 1 | ?
O=S(=O)(Nc1ccc(F)cc1Cl)c1ccc(-c2cnc(C3CC3)o2)cc1 | ? | ? | -3 | · | -7 | 21%
Cc1ccc(S(=O)(=O)/N=C(\c2ccccc2)N(C)S(=O)(=O)c2ccccc2)cc1 | 8% | 14% | 22 | -17% | -2 | -12%
CCn1c(=O)c(=O)[nH]c2cc(C(=O)NC3CC3)ccc21 | ? | 70%[activator] | -3 | 0% | -7 | 29%
O=C(c1cnc2n(c1=O)CCS2)N(c1ccccc1)C1CCCCC1 | 18% | 6.6µM* | 7 | -2% | -2 | ?
COc1ccc(Cl)cc1NS(=O)(=O)c1c(C)[nH]c(=O)[nH]c1=O | 7% | 26% | 20 | 1% | 1 | 36%[activator]
Cc1cc2nc(C3CCN(Cc4nnnn4Cc4ccccc4)CC3)[nH]c2cc1C | ? | 5.2µM* | -16 | -7% | -1 | ?
CCCOc1ccc(OCCOCCN2CCc3ccccc3C2)cc1 | -25% | -73% | -9 | -20% | -2 | ·
CC(=O)Nc1ccc(S(=O)(=O)Nc2ccc(Cl)nn2)cc1 | 9% | 4% | -9 | -3% | -2 | -9%
CCCCC1CCC(C(=O)NCc2ccc3c(c2)OCO3)CC1 (stereo not drawn) | 20% | -5% | -6 | -1% | -5 | ·
CN(C(=O)CSc1ncnc2scc(-c3ccccc3)c12)C1CCS(=O)(=O)C1 (stereo not drawn) | -1% | -22% | -15 | 17% | -2 | -25%
COC(=O)c1c(C(=O)NCc2ccccc2)ncn1CC(O)COc1ccccc1 (stereo not drawn) | 4% | -27% | -9 | 1% | -3 | 11%
C#CC[N+]1(CC#Cc2cccc3ccccc23)CCOCC1 | 9% | -5% | -1 | 4% | 1 | 3.7µM*

Some of the entries so far, with two lines to a compound:
Below each compound: HCV inhibitor | Pf growth 96h | Shiga toxin inh | Giardia FBPA inh | CHX counter | Pf growth 48h
O=C(CSCc1ccccc1)Nc1ccc2c(c1)C(=O)NC2=O
  -15% | -24% | 19 | -5% | 16 | 11%[5.75 µM]
CS(=O)(=O)N(Cc1ccc(C(=O)NCCSc2ccccn2)cc1)c1ccccc1
  ? | ? | 16 | 2% | 8 | -21%
Cc1ccc(NC(=O)CN2C(=O)N/C(=C/c3ccccc3OCc3cccc(C(=O)O)c3)C2=O)cc1
  11% | -1% | 48* | 15% | 43* | 65%[activator]
Cc1ccc2c(CC(=O)OCn3nnc4ccccc4c3=O)coc2c1
  14% | 34%[activator] | 22 | -6% | -2 | 9%
Cc1ccc(CCNC(=O)C2CCN(S(=O)(=O)c3cccc4nsnc34)CC2)cc1
  -18% | 0% | -3 | 5% | -3 | ?
CS(=O)(=O)Oc1ccc(Br)c2cccnc12
  16% | 0% | -2 | -9% | -3 | -2%
CCOC(=O)/C=c1\s/c(=C\c2ccc(-c3ccccc3)cc2)c(=O)n1CC(=O)NCc1ccc2c(c1)OCO2
  4% | ? | 10 | -5% | -1 | -16%
O=C(O)c1ccccc1Sc1ccccc1S(=O)(=O)NC1CCCCC1
  13% | ? | 8 | 27% | -2 | 0%
COc1ccc(CNC(=O)c2cc(S(=O)(=O)N3CCOCC3)cn2C)cc1
  8% | 7% | 1 | 8% | -4 | 1%
CC(=O)Nc1ccccc1C(=O)N1CCN(Cc2ccccc2)CC1
  -4% | 18% | 11 | -3% | -4 | 1%
CCOc1ccccc1NC(=O)NS(=O)(=O)c1ccc(C)cc1
  7% | 21% | -17 | 1% | -2 | ·

Later entries
SMILES | HCV inhibitor | Pf growth 96h | Shiga toxin inh | Giardia FBPA inh | CHX counter | Pf growth 48h
COc1ccc(C(c2nnnn2C2CCCC2)N2CCC(C)CC2)c(OC)c1 (stereo not drawn) | -26%&-2% | 3% | -12 | 0% | -2 | 12µM*
COc1ccc(CNc2nc(-c3ccccc3)nc3ccccc23)cc1OC | -25% | ? | -11 | 0% | 4 | ?
CCn1c(SCC(=O)Nc2ccc(C)cc2)nc2nc3c(cc2c1=O)COC(C)(C)C3 | -13% | ? | 7 | -2% | 1 | ?
C[C@]12CCC3C(CCC4=C/C(=N/OCC(=O)NC(CCC(=O)O)C(=O)O)CC[C@@]43C)C1CCC2O (stereo partly drawn) | 1% | -2% | 19 | 5% | 4 | ·
COc1ccc(NC(=O)COC(=O)c2ccc(S(=O)(=O)N(C)c3ccccc3OC)cc2)cc1OC | 7% | -3% | -7 | 0% | -5 | -16%
CC(C)C(NC(=O)c1ccccc1NC(=O)c1ccccc1)C(=O)NCCCn1ccnc1 (stereo not drawn) | -6% | 13% | -2 | -4% | -6 | -10%
O=C(Nc1cccc2ncccc12)c1ccc(-c2ccc(Cl)cc2Cl)o1 | ? | 13% | -17 | 0% | -3 | 17%
COC(=O)c1ccc(NC(=O)C(=O)N2CCN(C(=S)Nc3ccc(OC)cc3)CC2)cc1 | ? | ? | -10 | 0% | -3 | ?
Cc1c(C(=O)N2CCC3(CC2)OCCO3)sc2ncnc(N(C)c3ccccc3)c12 | ? | ? | 19 | 4% | -5 | ?
CN1CC(C(=O)c2ccc([N+](=O)[O-])cc2)C(c2ccc(Cl)cc2)C1 (stereo not drawn) | -14% | ? | -8 | -2% | -5 | ?
Cc1cccc(Nc2nc(-c3ccccc3)c(C(=O)Nc3cccnc3)s2)c1 | ? | ? | 48* | -12% | 33* | -18%
COc1ccc(C2=C(C)C(N3CCN(C(=O)c4ccco4)CC3)=NS2(=O)=O)cc1 | 20% | 21% | 8 | · | -9 | 16%
CC1(CCC(=O)N2CCCC(N3CCN(c4cccc(C(F)(F)F)c4)CC3)C2)CC1 (stereo not drawn) | ? | ? | -9 | 2% | 3 | 0%
CCC(CC)C(=O)c1c[nH]c(C(=O)NCCCn2ccnc2)c1 | 19% | 12% | -3 | 1% | -1 | -29%
CN(C)c1nc(Nc2ccc(Cl)c(Cl)c2)nc(N(C)C)n1 | -6% | -16% | -11 | 3% | 2 | -29%
CCOc1cccc(-c2c(C(=O)N/N=C(\C)c3cccnc3)nnn2-c2nonc2N)c1 | 8% | ? | -17 | · | -8 | 4%
Cc1ccc(C(=O)COc2ccccc2-c2ccccc2)cc1C | 5% | ? | 23 | 12% | -2 | ?

Source: PubChem (National Center for Advancing Translational Sciences (NCATS))

Outcome played no part in choosing rows; overall some 24% were active at least once.
